Source: PubChem
L3MBTL1 inh: blocks human L3MBTL1; Q9Y468; Potency, µM (doses to about 57.1 µM), inactives show top-dose activity, negative = inhibition, usual class: inhibitors; AlphaScreen L3MBTL1–H3K9me1 peptide binding; hit rate 0.66% among 230,000; also: nearly all actives have a fitted effect of over 60% in size
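Read-out is AlphaScreen signal from streptavidin donor and nickel chelate acceptor beads (10 ug/mL final each) bridging L3MBTL1 (50 nM) and biotinylated K9-monomethylated H3(1-15) peptide (75 nM), after 30 min compound exposure at room temperature.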
RGS12 GoLoco inh: RGS12 GoLoco-Gai1 interaction inhibition. Potency, µM (doses to about 61.6 µM), for the others: at the highest dose activity, negative = inhibition, hits mostly inhibitors. AID 880. P63096. Gai1:RGS12 GoLoco peptide FP, rhodamine, 10 min. hit rate 0.44% among 230,000; active = well fitted inhibition curve with a large enough effect, not every such curve was filed as active; inactive = no such curve, though single readings can be large or run the other way; also: nearly all actives have a fitted effect of over 30% in size; many of its hits are not listed in these tables
Target sequence (P63096 whole entry, looked up): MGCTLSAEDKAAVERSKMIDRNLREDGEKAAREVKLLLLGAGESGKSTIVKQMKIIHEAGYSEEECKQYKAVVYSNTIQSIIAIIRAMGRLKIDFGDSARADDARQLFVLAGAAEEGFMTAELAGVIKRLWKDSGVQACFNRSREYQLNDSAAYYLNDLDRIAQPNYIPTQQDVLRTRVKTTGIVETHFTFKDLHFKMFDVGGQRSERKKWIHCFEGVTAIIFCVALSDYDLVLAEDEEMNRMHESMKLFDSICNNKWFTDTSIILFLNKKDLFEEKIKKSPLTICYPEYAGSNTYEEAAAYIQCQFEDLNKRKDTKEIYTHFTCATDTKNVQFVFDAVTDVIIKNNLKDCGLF
TRb-SRC2 inh: disrupts binding of human TR beta to SRC2. P10828. TRbeta-SRC2 peptide binding, fluorescence polarization; receptor liganded with 1 µM T3. Potency, µM (top dose mostly 106 µM), inactives show top-dose activity change, negative = inhibition, most hits filed as inhibitors. hit rate 0.065% among 280,000. AID 1469;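 also: plate controls were bound peptide for no effect and peptide without receptor for full effect; nearly all actives have a fitted effect of over 50% in size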
Target sequence (P10828 whole entry, looked up): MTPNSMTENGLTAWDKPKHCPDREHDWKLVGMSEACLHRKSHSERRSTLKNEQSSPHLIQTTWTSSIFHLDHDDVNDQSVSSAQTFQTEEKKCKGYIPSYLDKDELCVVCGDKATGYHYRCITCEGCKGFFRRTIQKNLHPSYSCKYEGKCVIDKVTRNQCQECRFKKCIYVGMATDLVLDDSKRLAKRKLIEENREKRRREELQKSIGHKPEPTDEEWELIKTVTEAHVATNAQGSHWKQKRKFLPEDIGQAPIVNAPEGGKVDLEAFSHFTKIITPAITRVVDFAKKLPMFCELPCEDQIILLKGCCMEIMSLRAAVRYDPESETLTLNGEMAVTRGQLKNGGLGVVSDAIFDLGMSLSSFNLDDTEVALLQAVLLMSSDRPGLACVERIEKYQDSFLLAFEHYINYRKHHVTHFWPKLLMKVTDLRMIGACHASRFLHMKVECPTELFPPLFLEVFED
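Polarization signal, normalized between peptide-alone and full complex controls, measured compound effects on T3-liganded human TRb LBD (0.6 uM) binding 20 nM Texas Red SRC2 peptide after 5 hr.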
GAA inh: inhibitors of human lysosomal alpha-glucosidase | hit rate 0.005% among 200,000 | Potency, µM (titrated, usually from 76.9 µM), for inactives: top-dose activity change, negative = inhibition, most hits filed as inhibitors | AID 1466 | purified human GAA, 4-MU-alpha-glucoside fluorescence | P10253;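 also: plate controls were uninhibited enzyme wells for no effect and no-enzyme background for full effect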
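Fluorogenic assay: 4 nM human alpha-glucosidase with 400 uM 4-methylumbelliferyl-alpha-D-pyranoside in 50 mM citrate/phosphate, 0.005% Tween-20, pH 5.0, 20 min at room temperature. Compounds tested up to 77 uM; AC50 from Hill fits.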
GAA glycogen mod: GAA glycogen-cleavage inhibition or activation | P10253 | recombinant GAA, glycogen substrate, Amplex Red glucose oxidase fluorescence | Potency, µM (highest dose often 76.4 µM), for inactives: top-dose activity change, negative = inhibition, hits mostly inhibitors | hit rate 0.38% among 300,000 | AID 2100;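 also: 0% = full enzyme reaction and -100% = no-enzyme basal signal; the screen sought inhibitors and activators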
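Natural-substrate format: glycogen cleavage by 4 nM human enzyme, glucose read by Amplex Red coupling (Ex 573, Em 610 nm). Normalized to enzyme and no-enzyme controls.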
GAA spleen mod: inhibits or activates alpha-glucosidase in human spleen homogenate | P10253 | human spleen homogenate, 4-MU-alpha-glucoside fluorescence | Potency, µM (top dose mostly 79.9 µM), without a hit: at the top dose activity change, negative = inhibition, usual class: inhibitors | hit rate 0.006% among 240,000 | AID 2112;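 also: 0% = enzyme with vehicle and -100% = no enzyme basal signal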
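Human spleen homogenate (1 ug) incubated with compounds and 1 mM 4-methylumbelliferyl-alpha-D-glucopyranoside in pH 5.0 citrate/phosphate buffer, 37 C, 40 min. Stopped at pH 10; 4-MU fluorescence (Ex 365/Em 440 nm); AC50 by Hill fit.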
TexasRed fluor: alters Texas Red total fluorescence, flagging assay interference. hit rate 0.29% among 280,000. TRb/SRC2 Texas Red total fluorescence interference. Potency, µM (top dose mostly 106 µM), for inactives: at the top dose fluorescence change, negative = quenching. AID 1479; active = well fitted curve in either direction with a large enough effect; inconclusive = small, poorly fitted or top-dose-only effect
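Human TRβ ligand-binding domain (0.6 uM) and Texas Red SRC2 peptide (20 nM) in Tris buffer with 1 uM T3 and 5% DMSO were incubated with pinned compound for 5 hr at ambient temperature. Total fluorescence was computed as S + 2P (555/632 nm).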
RECQ1 helicase: blocks DNA unwinding by human RECQ1; P46063; RECQ1 DNA unwinding, red fluorescence kinetic read; Potency, µM (highest dose often 57.3 µM), for the others: at the top dose activity, negative = inhibition, most hits filed as inhibitors; hit rate 0.54% among 240,000; AID 2549;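 also: plate controls were vehicle for no effect and no enzyme for full effect; nearly all actives have a fitted effect of over 30% in size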
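50 nM RECQ1T1 preincubated 15 min with compound in Tris pH 8.0 buffer with MgCl2, DTT, Tween-20 and 2.5 ug/ml poly(dI-dC); started with 200 nM TAMRA/BHQ-2 forked duplex and 2 mM ATP. Unwinding read as fluorescence (525/598 nm), two reads 2 h apart.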
Active calls of the source: *; i = inactive; u = inconclusive; x = no result given; & = joins results of further samples; [ ] = another dose, or the depositor's remark. Unless noted, calls follow the shape of the dose curve; as a rule, active = well fitted curve in the direction sought with a large enough effect; inconclusive = small, poorly fitted or top-dose-only effect, or another doubt; inactive = no such curve, though single readings can be large; an effect the other way counts as inactive or inconclusive. Unless noted, % is scaled to controls: 0 for no effect and ±100 for the full control effect; potency is read from the fitted curve at half-maximal effect.

SMILES	L3MBTL1 inh	RGS12 GoLoco inh	TRb-SRC2 inh	GAA inh	GAA glycogen mod	GAA spleen mod	TexasRed fluor	RECQ1 helicase
CCC(C(=O)NC(C)(C)C)N(C(=O)c1ccc(Cl)nc1)C1CCCC1 (stereo unspecified)	1%	1%	-3%	-3%	-11%	6%	1%	-2%
CCC(=O)Nc1ccc(C(=O)CSc2nnc(-c3ccccc3F)n2CCc2ccccc2)cc1	-12%	14%	-4%	-2%	4%	-2%	7%	u
O=C(Nc1ccc2nn(-c3ccccc3)nc2c1)c1ccc2c(c1)OCCO2	6%	3%	7%	u	8%	7%	-3%	-10%
Cc1ccc2c(c1)nnn2C1CCN(C(=O)C2CCCCC2)CC1	1%	2%	-1%	3%	3%	0%	-4%	i
CN1CCc2c(sc3c2C(=O)NC(/C=C\c2ccccc2)N3)C1 (stereo unspecified)	-23%	24%	4%	x	27%	7%	8%	-17%
CSc1ccccc1C(=O)Nc1cc(C)ccc1C	-5%	2%	-2%	3%	22%	4%	1%	i
O=C(O)CNC1=NCCCCC1	4%	1%	-1%	2%	1%	0%	-1%	-8%
CCN1C(=O)N(S(=O)(=O)c2ccc(C)cc2)[C@@H](c2ccccc2)C(C(=O)OC)=C1C	x	-2%[14.2 µM]	7%[11.2 µM]	x	-5%	-1%[17.4 µM]	-21%[11.2 µM]	-16%
C/C(=N\NC(=O)CSc1ncccn1)c1ccc2c(c1)OCCO2	u	-1%	-8%	-1%	-3%	0%	-1%	0%
Cc1nn(C)cc1NC(=O)CC12CC3CC(CC(C3)C1)C2	-6%	5%	1%	-3%	0%	0%	-1%	-3%
O=C(CCCN1C(=O)c2ccccc2C1=O)Nc1c(C(=O)C2CC2)oc2ccccc12	x	-9%	3%	-5%	-12%	6%	-4%	-8%
COc1ccc(C(c2nnnn2Cc2cccs2)N2CCN(c3ccc(F)cc3)CC2)cc1OC (stereo unspecified)	-12%	6%	-2%	-5%	-17%	-4%	-3%	-19%
O=C(CCCn1c(=O)c2sccc2n(CC(=O)NCc2ccco2)c1=O)NCc1ccco1	u	2%	-10%	3%	-3%	10%	-3%	-8%
COc1cccc(NC(=O)CCNC(=O)Cn2ccc3ccccc3c2=O)c1	x	10%	-3%&0%	-1%	0%[76.3 µM]	6%	0%&1%	i
O=C(COc1ccc(Cl)cc1)NCc1nnc(SCC(=O)NCC2CCCO2)o1 (stereo unspecified)	x	11%	-1%	5%	-8%	1%	-1%	4%
N#Cc1cc2c(nc1SCc1nc3ccccc3[nH]1)CCC2	17%	9%	2%	-12%	-26%	1%	-11%	i
CC(=O)Nc1ccc2nc(-c3ccccn3)[nH]c2c1	6%	23%	-19%	5%	-2%	9%	-3%	-6%
O=c1cc(CN2CCC3(CC2)OCCO3)c2c(ccc3ccccc32)o1	3%	1%	-2%	u	0%	-5%	-6%	-9%
CCNc1nc(OC)nc(N2CCC(Cc3ccccc3)CC2)n1	4%	0%	-9%	0%	-3%	1%	-59%	-11%
COc1cc(/C=N/NC(=O)COc2c(C)cc([N+](=O)[O-])cc2C)ccc1OC(=O)c1ccccc1Br	-17%	18%	-2%	-5%	-4%	2%	-5%	-8%
N#CC1=C(N)Oc2cc(N)ccc2C1C1CC=CCC1 (stereo unspecified)	u	-6%	-1%	-2%	-20%	0%	0%	-1%
CC(C)C(=O)N1CCN(c2ccccc2NC(=O)c2cc([N+](=O)[O-])ccc2N2CCOCC2)CC1	6%[11.4 µM]	14%	3%	-3%	6%	-4%	-1%	i
O=C1C2CCCCN2C(=O)N1CCN1CCN(c2ccc([N+](=O)[O-])cc2)CC1 (stereo unspecified)	5%	9%	-3%	2%	7%	0%	-1%	-1%
COc1ccc(C2C3=C(Nc4ncnn42)c2ccccc2CC3)cc1OC (stereo unspecified)	4%	-3%	4%	6%	-11%	3%	-2%	-2%
O=C(CN1CCc2ccccc2C1)c1cccs1	-4%	-12%	-15%	6%	14%	-7%	0%	-6%
Cc1cccnc1CCNC(=O)CCc1nnc(CCc2ccccc2)o1	0%	3%	-11%	-6%	-1%	2%	-5%	i
Cc1ccc(C(=O)C2=C(O)C(=O)N(CCN3CCOCC3)C2c2ccccn2)o1 (stereo unspecified)	5%	0%	-10%	0%	-2%	-6%	0%	-2%
Cc1ccc(CNC(=O)C23CN(Cc4ccccc4)CC2C(c2cccc([N+](=O)[O-])c2)=NO3)cc1 (stereo unspecified)	-10%	-1%	-21%	-11%	1%	-6%	0%	-1%
CCc1cc2c(=O)c(-c3nc4ccccc4n3C)coc2c(CN2CCOCC2)c1O	0%	4%	6%	-4%	9%	4%	-3%	-4%
C=CCNC(=O)c1onc(CSc2ccc(C(C)C)cc2)c1C(=O)O	5%	11%	-9%	-1%	16%	-6%	-4%	-14%
O=C1CCCCc2sc(Br)c([N+](=O)[O-])c2N1	-14%	4%	-4%	x	1%	2%	0%	-6%
CCC(=O)[C@]12O[C@@]3(C4C(=O)OCCC41)N(Cc1ccccc1)C(C)=C(C(=O)OC)C(c1ccccc1)N3C2=O (stereo partly specified)	x	x	-2%[11.2 µM]	x	x	1%[17.4 µM]	-1%[11.2 µM]	i[11.5 µM]
CSc1nsc(SCc2ccc(F)cc2)n1	16%[11.4 µM]	1%	1%	-4%	-19%	-9%	1%	i
CCCCOc1cccc(C(=O)NC(=S)Nc2cccc(NC(=O)c3ccccc3Cl)c2)c1	-5%	10%	0%	6%	8%	-7%	-2%	5%
O=C(N/N=C/C=C/c1ccccc1)C1CC1c1ccccc1 (stereo unspecified)	-1%	-1%	1%	0%	2%	-2%	-3%	i
CCCCc1noc(-c2c(-c3ccccc3Cl)noc2C)n1	x	3%	0%	-9%	-30%	0%	-2%	i
Cc1nc2ccccc2c2nc(NC(=O)C(F)(F)F)nn12	9%	10%	4%[53 µM]	-5%	-9%	0%	1%[53 µM]	i
COc1ccc(N/N=C(/C)c2cnnc(-c3ccccc3)n2)cc1	-3%	4%	1%	-2%	-4%	5%	2%	-5%
COc1ccc2c(c1)O[C@@H](c1ccc3c(c1)OCO3)[C@H](OC(=O)Nc1ccc(C)c(Br)c1)C2=O	x	3%	4%	x	x	-2%	-2%	3%
CC[C@@H](C)CN1C(=O)N[C@@H](CCc2ccccc2)C(C(C)=O)=C1C	x	2%[14.2 µM]	1%[11.2 µM]	x	5%	1%[17.4 µM]	-1%[11.2 µM]	1%[11.5 µM]
CC1CN(S(=O)(=O)c2ccc(C(=O)Nc3nnc(-c4ccc5c(c4)CCCC5)o3)cc2)CC(C)O1 (stereo unspecified)	9%	9%	-1%	-8%[15.4 µM]	4%	0%	-5%	-12%
Cc1cc(O)c(C(C)C)cc1NC1=NS(=O)(=O)c2ccccc21	-4%	3%	13%	-6%	-30%	5%	-1%	-2%
O=C(c1ccc(=O)oc1)N1CCOCC1	4.5µM*	x	2%	1%	6%	4%	-9%	-10%
CCNC(=O)CCC(=O)Nc1cc(Cl)ccc1C	3%	-1%	-10%	1%	5%	2%	-2%	-4%
C[n+]1cccc2ccc3c(c21)OC(N)=C(C#N)C3c1ccccc1 (stereo unspecified)	x	-20%	3%	x	3%	9%	1%	0%

Copied from the list.
For GAA glycogen mod, `CCCCOc1cccc(C(=O)NC(=S)Nc2cccc(NC(=O)c3ccccc3Cl)c2)c1` shows 8%
For TexasRed fluor, `O=C(c1ccc(=O)oc1)N1CCOCC1` shows -9%
For TexasRed fluor, `CCC(=O)[C@]12O[C@@]3(C4C(=O)OCCC41)N(Cc1ccccc1)C(C)=C(C(=O)OC)C(c1ccccc1)N3C2=O` (stereo partly specified) shows -1%[11.2 µM]
For L3MBTL1 inh, `COc1ccc(N/N=C(/C)c2cnnc(-c3ccccc3)n2)cc1` shows -3%

(more compounds)
SMILES	L3MBTL1 inh	RGS12 GoLoco inh	TRb-SRC2 inh	GAA inh	GAA glycogen mod	GAA spleen mod	TexasRed fluor	RECQ1 helicase
Cc1cc(C)nc(-n2ncc3c2CC(c2ccc(C(C)C)cc2)CC3=O)n1 (stereo unspecified)	-6%	6%	3%	-2%	-1%	-1%	-1%	-7%
O=C(COc1cccc2ccccc12)NCc1cccnc1	1%	11%	3%	9%	8%	0%	-6%	-5%
CC1CN(Cc2ccccc2)C(C)CC1O (stereo unspecified)	7%	12%	-4%	10%	-6%	-9%	-1%	-9%
O=C1COc2ccc(OCc3ccc(F)cc3)cc21	5%	7%	3%	6%	11%	0%	-3%	-9%
Cn1c(=O)c2c(nc(SCCN3CCOCC3)n2Cc2ccccc2)n(C)c1=O	-3%	-3%	17%	-10%	-1%	-2%	0%	-1%
O=C(O)C1CCN(S(=O)(=O)c2ccc(N3CCOCC3)c([N+](=O)[O-])c2)CC1	x	1%	13%	u	-3%	-7%	-2%	i
CC(C)(CNC(=O)c1cccs1)CNC(=O)c1cccs1	-1%	4%	-2%	u	4%	-8%	-3%	-7%
CC(C)C(=O)N(Cc1cc2ccccc2[nH]c1=O)C(C)C	0%	8%	1%	4%	10%	7%	-6%	-3%
Cc1c(NC(N)=O)c(=O)n(-c2ccccc2)n1C	6%	6%	-16%	12%	-4%	-4%	0%	i
CC12COC3(C(=O)Nc4cccnc4)CC1CCC32C (stereo unspecified)	3%	3%	5%	6%	3%	5%	1%	i
CCOC(=O)C1(Cc2ccccc2C(F)(F)F)CCN(CC2CC2)CC1	-6%	10%	11%[53 µM]	10%	-10%	-1%	-2%[53 µM]	i
COc1ccc(C(=O)NC(C(=O)NCCc2ccc3c(c2)OCCO3)C(C)C)cc1 (stereo unspecified)	x	-30%	1%	-8%	-3%	-6%	-1%	-2%
CCOC(=O)C1=C(C)NC(=S)N(C=O)C1c1ccccc1 (stereo unspecified)	-4%	3%	-4%	3%	-3%	-12%	-2%	-9%
Nc1cc(=O)[nH]c(SCC(=O)Nc2ccc(Cl)c(Cl)c2)n1	x	11%	3%	-15%	6%	-11%	-7%	-7%

An excerpt from above, showing only GAA inh:
structure	GAA inh
CCOC(=O)C1(Cc2ccccc2C(F)(F)F)CCN(CC2CC2)CC1	10%
COc1ccc(C(=O)NC(C(=O)NCCc2ccc3c(c2)OCCO3)C(C)C)cc1 (stereo unspecified)	-8%

An excerpt; the hit share may differ from the screen's.
